Source: PubChem (National Center for Advancing Translational Sciences (NCATS))
TrxR1 inh = blocks rat thioredoxin reductase 1 | O89049 | recombinant rTrxR1, NADPH fluorescence consumption, selenite substrate | Potency, µM (titrated, usually from 114 µM), for inactives: at the highest dose activity change, negative = inhibition, hits mostly inhibitors | actives 1% (n = 390,000) | AID 588453; also: % is scaled to controls: 0 for no effect and ±100 for the full control effect; nearly all actives have a fitted effect of over 65% in size
Target sequence (O89049 whole entry, looked up): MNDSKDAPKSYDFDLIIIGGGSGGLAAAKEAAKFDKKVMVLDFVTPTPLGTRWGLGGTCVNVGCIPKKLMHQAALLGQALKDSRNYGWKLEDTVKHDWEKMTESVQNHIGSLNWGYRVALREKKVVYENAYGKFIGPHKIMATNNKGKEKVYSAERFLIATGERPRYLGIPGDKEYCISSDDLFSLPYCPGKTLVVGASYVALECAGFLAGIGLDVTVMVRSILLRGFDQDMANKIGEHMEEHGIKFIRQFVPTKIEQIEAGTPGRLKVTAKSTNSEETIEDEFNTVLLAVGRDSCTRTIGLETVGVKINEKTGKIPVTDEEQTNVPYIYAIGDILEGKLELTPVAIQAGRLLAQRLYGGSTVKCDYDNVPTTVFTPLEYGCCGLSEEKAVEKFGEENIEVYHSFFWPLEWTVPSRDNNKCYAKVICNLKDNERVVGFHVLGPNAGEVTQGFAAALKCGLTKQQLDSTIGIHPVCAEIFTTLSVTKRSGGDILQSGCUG
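Rat TrxR1 (90 nM in the dispensed reagent) was pre-reduced with 400 uM NADPH for 5 min at room temperature, then incubated with compound for 15 min. After 400 uM selenite was added, NADPH fluorescence (Ex 340/Em 450 nm) was followed for 8 min.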
PGK inhibitor = blocks T. brucei phosphoglycerate kinase | P07378 | PGK/GAPDH coupled, Kinase-Glo luminescence, 60 min | Potency, µM (top dose mostly 57.5 µM), for inactives: at the highest dose activity change, negative = inhibition, hits mostly inhibitors | actives 0.043% (n = 380,000) | AID 602233; also: % is scaled to controls: 0 for no effect and ±100 for the full control effect; nearly all actives have a fitted effect of over 60% in size
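Luminescent ATP detection (Kinase-Glo Plus) follows a 60-minute room-temperature incubation, with wells lacking PGK as controls. Buffer: 100 mM TEA (pH 7.6), 5 mM MgCl2, 0.01% Tween-20. Coupling enzyme GAPDH (100 nM final) supplies unstable 1,3-BPG in-well.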
HP1b binding inh = blocks HP1-beta chromodomain binding to methylated histone tails; P83916; AlphaScreen HP1-beta / biotin-H3K9me3 peptide binding; Potency, µM (doses to about 114 µM), without a hit: at the top dose activity change, negative = inhibition, usual class: inhibitors; actives 0.56% (n = 390,000); AID 540317; also: nearly all actives have a fitted effect of over 70% in size; inactives centre near 23
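HP1-beta protein (50 nM final) preincubated 30 min at room temperature with biotinylated H3(1-18)K9me3 peptide (50 nM) in PBS pH 7.4, 0.01% Tween-20, then compound added for 30 min. AlphaScreen streptavidin donor/nickel chelate acceptor beads (10 ug/mL final), 30 min dark, luminescence read.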
ERG Ets-DNA blk = inhibitors of human ERG Ets domain-DNA interaction | P11308 | fluorescence polarization, His-ERG Ets domain / labelled DNA | Potency, µM (doses to about 76.9 µM), inactives show at the top dose FP activity, negative = inhibition, hits mostly inhibitors | actives 0.028% (n = 370,000); active = well fitted inhibition curve with a large enough effect in the polarisation, with a control signal flat; inconclusive = small, poorly fitted or top-dose-only effect, or effect the other way, or a change in a side signal; inactive = no such curve, though single readings can be large or run the other way; the % refers to the polarisation;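 also: polarization taken with two DNA probes labelled with fluorescein and Texas red; % of control where 0% means no effect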
Target sequence (P11308 whole entry, looked up, the tested form may be a part): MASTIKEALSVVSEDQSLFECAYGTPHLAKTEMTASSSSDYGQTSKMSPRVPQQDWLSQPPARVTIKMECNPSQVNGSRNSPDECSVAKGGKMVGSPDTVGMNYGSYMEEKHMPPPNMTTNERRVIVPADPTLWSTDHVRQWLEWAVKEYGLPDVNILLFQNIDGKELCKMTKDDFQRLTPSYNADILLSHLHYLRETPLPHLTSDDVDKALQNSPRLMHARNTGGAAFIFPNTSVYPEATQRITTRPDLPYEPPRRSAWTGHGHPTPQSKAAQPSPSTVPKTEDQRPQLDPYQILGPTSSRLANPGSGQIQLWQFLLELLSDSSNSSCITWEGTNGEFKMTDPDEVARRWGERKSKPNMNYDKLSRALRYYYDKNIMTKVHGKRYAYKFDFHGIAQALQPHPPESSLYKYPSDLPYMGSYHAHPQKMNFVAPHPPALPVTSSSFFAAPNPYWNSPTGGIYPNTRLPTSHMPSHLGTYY
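His-tagged ERG Ets domain (1 uM in the protein solution; 300mM KCl, 50mM Tris-HCl, 1mM EDTA, 1mM DTT, pH 7.5) received compound, then a probe mix of 5 nM fluorescein-DNA and 100nM Texas-615-DNA. Fluorescence polarization was read for both dyes.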
12-LOX inh = ALOX12 (human) lipoxygenase inhibition | purified 12hLO, xylenol orange hydroperoxide absorbance | Potency, µM (top dose mostly 108 µM), inactives show top-dose activity change, negative = inhibition, usual class: inhibitors | P18054 | actives 1.1% (n = 580,000); also: % is scaled to controls: 0 for no effect and ±100 for the full control effect
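Purified human 12hLO at 150 nM in 25 mM Hepes, 0.01% Triton X-100, pH 7.0, preincubated 15 min at room temperature with compound. Reaction started with 40 uM arachidonic acid, 30 min at room temperature. Hydroperoxide measured by Fe-xylenol orange, 573/405 nm absorbance ratio.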
Pin1 inhibitor = human Pin1 inhibition. Q13526. Pin1 FP peptide displacement, HiFluor488, 10 min. Potency, µM (highest dose often 115 µM), for inactives: at the highest dose activity, negative = inhibition, usual class: inhibitors. actives 0.009% (n = 390,000). AID 504891; active = well fitted inhibition curve with a large enough effect in the polarisation, with a control signal flat, not every such curve was filed as active; inconclusive = small, poorly fitted or top-dose-only effect, or effect the other way, or a change in a side signal; inactive = no such curve, though single readings can be large or run the other way; the % refers to the polarisation; also: % is scaled to controls: 0 for no effect and ±100 for the full control effect
JMJD2A Tudor inh = blocks the human JMJD2A Tudor domain | O75164 | AlphaScreen JMJD2A-Tudor / H3K4me3 peptide binding | Potency, µM (titrated, usually from 114 µM), inactives show at the highest dose activity change, negative = inhibition, hits mostly inhibitors | actives 4.4% (n = 390,000) | AID 504339; also: % is scaled to controls: 0 for no effect and ±100 for the full control effect; nearly all actives have a fitted effect of over 50% in size
GLS inhibitor = glutaminase GLS (human) inhibition. actives 0.21% (n = 410,000). AID 624170. GLS enzymatic activity, qHTS titration. Potency, µM (highest dose often 45.5 µM), inactives show at the top dose activity change, negative = inhibition, hits mostly inhibitors; also: % is scaled to controls: 0 for no effect and ±100 for the full control effect
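Assay buffer: 45 mM KH2PO4 pH 8.2, 0.02% Tween-20. hKGA acts on L-glutamine (1 mM solution added); product glutamate is reported by an oxidase/peroxidase Amplex Red coupling, with fluorescence taken at baseline and 30 min.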
RGS4 inhibitor = human RGS4 inhibition | P49798 | Transcreener GDP fluorescence polarization, RGS4-accelerated GTP hydrolysis | Potency, µM (doses to about 114 µM), for inactives: at the highest dose activity change, negative = inhibition, usual class: inhibitors | actives 0.039% (n = 390,000); also: % is scaled to controls: 0 for no effect and ±100 for the full control effect; nearly all actives have a fitted effect of over 75% in size; some results filed as inactive show a strong effect at the top dose
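MLSMR compounds (23 nl, pin-transferred) preincubated 10 min at room temperature with a 500nM (2x) first reagent, then RGS4 at 900nM (2x) plus Transcreener GDP mix added; fluorescence polarization (620/688 nm) read before and after 90 min at 30 °C.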
The depositor's hits bear a star; i = inactive; ? = inconclusive; . = not tested or not shown; & = joins results of further samples; [ ] = dose if it differs, or a comment. Unless noted, calls follow the shape of the dose curve; as a rule, active = well fitted curve in the direction sought with a large enough effect; inconclusive = small, poorly fitted or top-dose-only effect, or another doubt; inactive = no such curve, though single readings can be large; an effect the other way counts as inactive or inconclusive. Potency is read from the fitted curve at half-maximal effect.

SMILES	TrxR1 inh	PGK inhibitor	HP1b binding inh	ERG Ets-DNA blk	12-LOX inh	Pin1 inhibitor	JMJD2A Tudor inh	GLS inhibitor	RGS4 inhibitor
Cc1nc2ccc(NC(=O)[C@@H](NC(=O)c3c(F)cccc3F)C(C)C)cc2s1	21%	-5%	15%	15%	-3%	?	-21%	5%	-3%
Cc1cccc(-n2c(O)c(C=NCCCN3CCOCC3)c3ccccc3c2=O)c1	1%	1%	11%	12%	0%	109%	26%	15%	-15%
CCOC(=O)c1csc(NC(=O)CSc2nnnn2-c2ccc(OC)c(OC)c2)n1	-17%	-6%	37%	-3%	0%	0%	-15%	1%	11%
CS(=O)(=O)c1ccc(N2CCOCC2)c(S(C)(=O)=O)c1	21%	2%	17%	3%	13%	2%	-7%	-4%	21%
O=C1N=C(N2CCOCC2)SC1=C1CCCCC1	11%	-5%	26%	1%	0%	0%	-3%	6%	1%
CCN(CC)c1ccc(/C=N/NC(=O)c2c(-c3ccccc3)noc2C)cc1	-7%	-6%	-28%	-1%	-7%	-5%	?	18%	-4%
COc1cccc2c(=O)cn[nH]c12	-17%	i	22%	-9%	-1%	-12%	-15%	1%	-17%
CCOC(=O)c1c(NC(=O)CN2CCN(S(=O)(=O)c3cc(Cl)ccc3Cl)CC2)sc(C(=O)N(C)C)c1C	?	-4%	15%	-2%	-20%	27%	-27%	0%	-3%
CN(C)c1ccc(S(=O)(=O)N2CCCCC2)cc1NC(=O)C1=COCCO1	19%	-2%	18%	-6%	-20%	-8%	-24%	1%	20%
c1ccc(-n2c(-c3ccco3)nnc2N2CCOCC2)cc1	-13%[57.1 µM]	.	38%	.	6%	-2%	?	2%	10%
Cc1ccc(OCCn2c(=S)[nH]c3ccccc32)c(C(C)C)c1	11%	-7%	-10%	1%	32µM*	-1%	-25%	1%	-22%
CCCS(=O)(=O)c1nc(S(=O)(=O)c2ccc(C)cc2)c(NCc2ccccn2)s1	20µM*	-7%	50%[activator]	-2%	-1%	-1%	-5%	0%	-22%
COc1ccc(CCn2c(=O)c3cccnc3n(CC(=O)Nc3c(C)cccc3C)c2=O)cc1OC	-6%	-8%	30%	-1%	-6%	2%	-5%	6%	-12%
Cc1ccc(N(CC(O)CN(C)C)S(=O)(=O)c2ccccc2)cc1 (stereo unspecified)	7%[57.1 µM]	0%	24%	-1%	0%	-1%	-25%[11.4 µM]	2%	-3%[11.4 µM]
COc1ccc(C2=NOC3(CC(=O)N(c4ccc5ccccc5c4)C3=O)C2)c(OC)c1 (stereo unspecified)	1%	?	-20%	-9%	-16%	-9%	50µM*	-3%	31%
Cc1cccc(C(=O)N(Cc2ccco2)c2c(N)n(Cc3ccccc3)c(=O)[nH]c2=O)c1	-35%	-6%	40%[activator]	6%[15.4 µM]	0%	-5%	-11%	5%	1%
Cc1cc(C)c2nc(C(F)(F)F)nc(N3CCN(C(=O)c4ccco4)CC3)c2c1	-17%	i	16%	-18%	0%	43%[activator]	-2%	?	1%
COc1ccc(C(=O)NCCCN2CCOCC2)cc1Br	17%	-1%	20%	11%	10%	4%	-5%	-6%	71%[activator]
CN(C1(C)CCS(=O)(=O)C1)S(=O)(=O)c1ccc(F)cc1 (stereo unspecified)	-18%	0%	21%	-11%	5%	-5%	-2%	-1%	15%
CCOC(=O)CSc1nc(=O)n2cccc(C)c2n1	26%[57.1 µM]	-5%	57%[activator]	11%	9%	-2%	-13%[11.4 µM]	0%	-32%
CC1(C)C(CC2OCC(CN3CCCCC3)O2)[C@H]2CC[C@@H]1C2 (stereo partly specified)	13%	i	35%	4%	-3%	2%	-2%	-6%	-7%
CC(C)C(NC(=O)c1ccccc1F)C(=O)NCc1ccc(F)cc1 (stereo unspecified)	6%[57.1 µM]	-8%	27%	-19%	?	-4%	-1%	-14%	-20%
Cc1ccc(S(=O)(=O)N(CC(=O)N2CCOCC2)C2CCCCC2)cc1	-4%	-3%	28%	-20%	-1%	-2%	0%	-8%	1%
O=C(N/N=C/c1cccc(F)c1)c1ccc(Cl)cc1	-8%[57.1 µM]	5%	54%[activator]	-3%	-16%	8%	2%	11%	10%
O=C(CCN1C(=O)C2CCCCC2C1=O)Nc1cc(F)ccc1F (stereo unspecified)	5%	-2%	21%	14%	82%[activator]	3%	-3%	8%	8%
Clc1ccc(N2CCN(Cc3c[nH]c4ncccc34)CC2)cc1	3%[57.1 µM]	-11%	12%	-5%	?	15%	?	-1%	-16%[56.9 µM]
COc1cccc(NC(=O)Cn2c(=O)n(Cc3ccccc3)c(=O)c3c2c2cc(C)ccc2n3C)c1	12%	-6%	8%	2%	-20%	-1%	-8%	4%	1%
COc1ccc(C(CNC(=O)COc2cc(C)ccc2Cl)N2CCCCC2)cc1 (stereo unspecified)	0%[57.1 µM]	-3%	28%	1%	?	-4%	-6%	-5%	-18%
COc1ccccc1OCc1ccc(C(=O)c2ccccc2)cc1	-5%	-9%	70%[activator]	-13%	27%	-1%	104%[activator]	-18%	-14%
CCCCCNC(=O)C1CCC(Cn2c(=O)c3sccc3n(CC)c2=O)CC1 (stereo unspecified)	8%[57.1 µM]	-2%	40%[activator]	-10%	-7%	61%[activator]	3%	-11%	6%

In another format: results already given
| Molecule | TrxR1 inh | PGK inhibitor | HP1b binding inh | ERG Ets-DNA blk | 12-LOX inh | Pin1 inhibitor | JMJD2A Tudor inh | GLS inhibitor | RGS4 inhibitor |
| --- | --- | --- | --- | --- | --- | --- | --- | --- | --- |
| CC(C)C(NC(=O)c1ccccc1F)C(=O)NCc1ccc(F)cc1 (stereo unspecified) | 6%[57.1 µM] | -8% | 27% | -19% | ? | -4% | -1% | -14% | -20% |
| Cc1ccc(S(=O)(=O)N(CC(=O)N2CCOCC2)C2CCCCC2)cc1 | -4% | -3% | 28% | -20% | -1% | -2% | 0% | -8% | 1% |
| O=C(N/N=C/c1cccc(F)c1)c1ccc(Cl)cc1 | -8%[57.1 µM] | 5% | 54%[activator] | -3% | -16% | 8% | 2% | 11% | 10% |
| O=C(CCN1C(=O)C2CCCCC2C1=O)Nc1cc(F)ccc1F (stereo unspecified) | 5% | -2% | 21% | 14% | 82%[activator] | 3% | -3% | 8% | 8% |
| Clc1ccc(N2CCN(Cc3c[nH]c4ncccc34)CC2)cc1 | 3%[57.1 µM] | -11% | 12% | -5% | ? | 15% | ? | -1% | -16%[56.9 µM] |

More entries.
SMILES	TrxR1 inh	PGK inhibitor	HP1b binding inh	ERG Ets-DNA blk	12-LOX inh	Pin1 inhibitor	JMJD2A Tudor inh	GLS inhibitor	RGS4 inhibitor
Fc1ccc(NC(=S)N2CCc3ccccc3C2)c(F)c1	-9%	-16%	28%	13%	-6%	-7%	-1%	1%	-8%
CN(CC(=O)N1CCN(c2cccc(Cl)c2)CC1)S(=O)(=O)c1cccs1	-9%	-5%	5%	.	-2%	11%	-9%	19%	13%
Cc1ccc(-c2nnn(CC(=O)N(c3ccccc3F)C(C(=O)NC3CCCC3)c3ccncc3)n2)o1 (stereo unspecified)	21%	-2%	-14%	-1%	1%	1%	-15%	3%	12%
Cc1cc(C)c2oc(-c3ccc(NC(=O)COc4ccccc4C)cc3)nc2c1	61%[activator]	-6%	38%	3%	0%	-12%	-5%	1%	6%
CCN(CC)C(=O)c1sc2c(c1C)c(=O)n(Cc1ccccc1)c(=O)n2CC(=O)Nc1ccc(OC)cc1	-14%[57.1 µM]	-1%	40%[activator]	-4%	-13%	16%	-11%	-3%	-11%
Cc1ccc(-c2nc3ccccc3o2)cc1NC(=S)NC(=O)/C=C/c1ccco1	-52%	2%	6%	-4%	-15%	?	?	2%	-14%
O=C(C1CC(=O)N(C2CCCC2)C1)N1CCN(c2ccc(F)cc2)CC1 (stereo unspecified)	-27%	-8%	34%[activator]	-4%	6%[57.4 µM]	-8%	-1%	12%	12%
Cc1ccc(C)c(OC2=NS(=O)(=O)c3ccccc32)c1	-19%[57.1 µM]	-1%	4%	-2%	?	-2%&-6%	-19%&-13%	32%[activator]	22%
CCN(CC)C(=O)CC(c1ccc(OC)cc1)c1c(O)cc(OC)cc1OC (stereo unspecified)	-7%&4%	i	15%&47%	-5%	6%	-3%&5%	-7%&-13%	17%	-7%&-4%
COCc1[nH]nc2c1C1(CCC3(CC1)OCCO3)C(C#N)=C(N)O2	8%	-7%	58%[activator]	4%	-24%	-7%	-11%[57.1 µM]	-12%	0%[56.9 µM]
CSc1nc(-c2ccc(Cl)cc2)nn1S(=O)(=O)c1ccc(Cl)cc1	11%[57.1 µM]	-4%	43%[activator]	-1%	?	-8%	-19%[11.4 µM]	-8%	-7%[11.4 µM]
Cc1ccc(NC(=O)COC(=O)CCc2nc3ccccc3c(=O)[nH]2)cc1Cl	13%[57.1 µM]	9%	30%	-5%	-7%	-1%	13%	-4%	-5%
COc1ccccc1NS(=O)(=O)c1cccc(NC(=O)c2ccc3ccccc3n2)c1	-14%	-9%	34%[activator]	.	-19%	38%[activator]	-7%	-5%	-30%
CCN(CC)S(=O)(=O)c1cc(NC(=O)Cn2ncc(Cl)c(Cl)c2=O)ccc1C	?	-8%	25%	-4%	11%	?	-7%[11.4 µM]	3%	20%[11.4 µM]
Cc1cc(NC(=O)C(C)SCC(=O)Nc2ccc(Br)cc2Br)no1 (stereo unspecified)	16%	4%	15%	-3%	-10%	-5%	-15%	4%	23%

Not all compounds are listed; rates above refer to the full screens.
